PTPN22 act = activators of human LYP (PTPN22) phosphatase; Q9Y2R2; recombinant LYP, DiFMUP fluorescence; 0 = plate median, 100 = signal doubled; activation, % at 2 µM; 96,000 compounds, 0.11% hits; AID 697;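 active means activation at 2 µM above a set limit, the mean plus 5 SD, cut at about 37% in these data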
sEH activator = activators of human soluble epoxide hydrolase; P34913; purified human sEH enzymatic activity, activator screen; activation, % at 2 µM; 91,000 compounds, 0.04% hits; in the data active means activation above about 37%; further: values of inactives mirror those of a sister screen read the other way
Target sequence (P34913 whole entry, looked up): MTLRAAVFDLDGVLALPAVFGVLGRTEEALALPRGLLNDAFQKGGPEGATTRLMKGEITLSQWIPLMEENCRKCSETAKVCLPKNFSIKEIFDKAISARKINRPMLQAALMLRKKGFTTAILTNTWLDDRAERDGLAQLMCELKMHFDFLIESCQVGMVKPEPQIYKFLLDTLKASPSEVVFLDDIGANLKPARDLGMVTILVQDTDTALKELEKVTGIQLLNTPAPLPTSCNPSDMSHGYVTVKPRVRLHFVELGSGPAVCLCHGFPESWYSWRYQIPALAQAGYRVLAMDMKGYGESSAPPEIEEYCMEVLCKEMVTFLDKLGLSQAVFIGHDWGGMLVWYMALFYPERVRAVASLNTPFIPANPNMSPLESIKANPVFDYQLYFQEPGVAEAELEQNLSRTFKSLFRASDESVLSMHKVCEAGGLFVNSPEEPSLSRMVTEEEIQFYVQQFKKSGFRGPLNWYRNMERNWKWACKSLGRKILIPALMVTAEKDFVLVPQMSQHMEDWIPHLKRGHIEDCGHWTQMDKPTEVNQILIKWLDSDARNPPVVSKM
PostGolgi ctrl = inhibits growth of the yeast control strain; AID 738; inhibition, % at 10 µM; 98,000 compounds, 5% hits; efflux-deficient yeast background strain, growth absorbance A615, 16 h; in the data active means inhibition above about 30%
HUVEC prolif 384 = blocks proliferation of human endothelial cells | HUVEC proliferation, CellTiter-Glo luminescence, 72 h; active compounds read low | viability, % at 10 µM (by protocol) | 86,000 compounds, 1.1% hits;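 active means viability at or below 30%; inactive means viability above 30%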;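 further: 100% = median luminescence of DMSO-only cell control wells on each plate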
sEH inhibitor = soluble epoxide hydrolase (human) inhibition. P34913. recombinant human sEH enzymatic activity assay. inhibition, % at 2 µM. 91,000 compounds, 0.34% hits. AID 707; in the data active means inhibition above about 80%; further: values of inactives mirror those of a sister screen read the other way; many of its hits are not listed in these tables
S1P2 agonist = agonists of human S1P2 receptor; O95136; S1P2-expressing cell line, agonist reporter read-out; activation, % at 4.5 µM; 97,000 compounds, 0.46% hits; AID 729; in the data active means activation above about 16%;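 further: 0% = vehicle low control and 100% = maximal reference agonist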
Target sequence (O95136 whole entry, looked up): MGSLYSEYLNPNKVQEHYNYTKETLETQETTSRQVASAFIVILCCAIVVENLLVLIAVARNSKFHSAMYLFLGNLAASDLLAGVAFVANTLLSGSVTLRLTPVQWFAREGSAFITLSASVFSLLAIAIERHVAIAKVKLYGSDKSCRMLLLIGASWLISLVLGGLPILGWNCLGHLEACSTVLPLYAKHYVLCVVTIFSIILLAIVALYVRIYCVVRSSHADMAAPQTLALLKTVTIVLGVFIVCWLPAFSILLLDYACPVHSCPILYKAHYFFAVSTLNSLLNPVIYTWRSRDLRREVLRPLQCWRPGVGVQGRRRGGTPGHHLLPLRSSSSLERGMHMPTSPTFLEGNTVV
H69AR inhibit = blocks growth of human H69AR lung tumor cells; AID 598; viability, % at 10 µM; H69AR lung tumor viability, ATP luminescence, 72 h; active compounds read low; 85,000 compounds, 6% hits;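 active means viability at or below 40%; inactive means viability above 40%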;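 further: multidrug resistant small cell line overexpressing MRP-1 efflux transporter; 100% = mean luminescence of untreated control wells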
S1P2 antag = S1P2 (human) receptor antagonism | O95136 | inhibition, % at 5 µM | 97,000 compounds, 0.21% hits | AID 736 | cell-based S1P2 antagonist assay, inhibition at 5 uM; in the data active means inhibition above about 45%;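 further: CRE beta-lactamase reporter cells expressing human S1P2 stimulated with S1P; 0% = agonist at EC80 alone and 100% = agonist plus reference antagonist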
Lung fibro prol = blocks proliferation of human lung fibroblasts; viability, % at 10 µM; AID 719; 85,000 compounds, 1.1% hits; LL 47 human lung fibroblast viability, ATP luminescence; active compounds read low;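 active means viability at or below 50% in the single dose screen; inactive means viability above 50%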;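 further: compound exposure lasted 72 h before the ATP readout; 100% = median luminescence of untreated cell-only wells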
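Material: human lung fibroblast line LL 47, low passage; Evaluation: viability percentage against median untreated-cell control; Buffer or medium: 15% FBS in IMEM; Incubation: 72 h compound exposure at 37 °C after overnight plating; Dosing: 0.1% DMSO in all compound wells; Measured by: CellTiter-Glo luminescence.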
* marks the source's active call; other numbers are inactive results; . = no result given.

Keys: A = PTPN22 act; B = sEH activator; C = PostGolgi ctrl; D = HUVEC prolif 384; E = sEH inhibitor; F = S1P2 agonist; G = H69AR inhibit; H = S1P2 antag; I = Lung fibro prol
COc1ccc(CN(C)C2CCCCC2)c(C)c1C
  A: -9; B: -13; C: -4; D: 105; E: 10; F: -5; G: 87; H: 13; I: 97

Cc1cc(C(=O)Nc2sc3c(c2C#N)CCC3)no1
  A: 1; B: 12; C: -2; D: 68; E: -8; F: -3; G: 22*; H: -12; I: 99

O=C1Nc2ccc(Br)cc2C1(O)Cc1ccncc1 (configuration not stated)
  A: 5; B: -1; C: 5; D: 96; E: 2; F: -2; G: 84; H: -16; I: 90

c1cnc(SCCOc2cccc3ccccc23)nc1
  A: -2; B: 7; C: 11; D: 95; E: -9; F: 0; G: 85; H: 17; I: 92

S=C(N/N=C/c1ccccc1Cl)Nc1ccccc1
  A: -6; B: -6; C: 7; D: .; E: 9; F: -9; G: .; H: 16; I: .

Cc1ccc(C(=O)N/N=C\c2ccc(Br)o2)o1
  A: -6; B: -32; C: 3; D: .; E: 34; F: -6; G: .; H: 6; I: .

Cc1coc2cc3oc(=O)c4c(c3cc12)CCCC4
  A: 1; B: 1; C: 8; D: 86; E: -1; F: 0; G: 89; H: 10; I: 110

CCCNc1cc(C)oc(=O)c1C(=O)CCC
  A: -3; B: 12; C: 10; D: 100; E: -19; F: 7; G: 67; H: -46; I: 96

Cc1ccc2c(c1)-c1c(ssc1=S)C(C)(C)N2C(=O)CSC1=NCCS1
  A: -4; B: 12; C: 21; D: .; E: -13; F: -2; G: .; H: -2; I: .

COc1ccc(CCC2(C)NC(=O)NC2=O)cc1 (configuration not stated)
  A: .; B: .; C: -2; D: 82; E: .; F: .; G: 93; H: .; I: 96

CC(C)CNC(=O)CN(C1CCCCC1)S(=O)(=O)c1ccccc1
  A: 4; B: .; C: 7; D: 109; E: .; F: -2; G: 86; H: 11; I: 93

O=C(O)CCCNS(=O)(=O)c1cccc2nsnc12
  A: -1; B: 2; C: -1; D: 112; E: -3; F: -2; G: 101; H: -6; I: 98

CC12CCC(C(N)=O)(c3nc4ccccc4nc31)C2(C)C (configuration not stated)
  A: 13; B: -2; C: -12; D: 87; E: 2; F: -7; G: 83; H: 18; I: 98

O=C(CCc1ccccc1)NC(NC(=S)Nc1ccc(Br)cc1)C(Cl)(Cl)Cl (configuration not stated)
  A: -4; B: -22; C: -7; D: 37; E: 20; F: -7; G: 8.3*; H: -14; I: 77

CCOC(=O)C1CCN(C(=O)CNC(=O)OC(C)(C)C)CC1
  A: 5; B: 11; C: 5; D: 94; E: -12; F: -1; G: 91; H: 2; I: 107

CCn1c(=O)cc(OCC(=O)NC(C)c2ccc3c(c2)OCCO3)c2ccccc21 (configuration not stated)
  A: 10; B: -34; C: -6; D: 91; E: 35; F: -3; G: 88; H: -52; I: 103

CCCN(CC1CC1)C(=O)Nc1ccccc1C
  A: -2; B: -21; C: -1; D: 102; E: 25; F: -1; G: 96; H: -3; I: 104

O=C(N/N=C/c1cccc([N+](=O)[O-])c1)C1CC(=O)N(c2ccc(Cl)cc2)C1 (configuration not stated)
  A: 5; B: -6; C: 13; D: .; E: 9; F: -8; G: .; H: -29; I: .

CCCOC(=O)/C(C(N)=NCc1ccccc1)=C(\O)OCCC
  A: -6; B: -2; C: 8; D: 100; E: 1; F: -5; G: 85; H: 24; I: 88

COC(=O)COc1cccc(NS(=O)(=O)c2ccc(NC(C)=O)cc2)c1
  A: 10; B: -1; C: 3; D: 100; E: 4; F: -2; G: 97; H: -72; I: 98

Cc1cc(C2=CC(C)(c3cc(C)oc3C)Nc3nc(C(F)(F)F)nn32)c(C)o1 (configuration not stated)
  A: -4; B: .; C: 5; D: 67; E: .; F: -1; G: 3.2*; H: 5; I: 80

COC(=O)c1cc2occc2n1CC(=O)N(C)C1CCCCC1
  A: 2; B: 3; C: 10; D: 100; E: -4; F: -5; G: 71; H: -10; I: 101

Cc1ccc(CS(=O)(=O)CCC(=O)NCCN2CCCC2)cc1
  A: -9; B: -3; C: 1; D: 94; E: 2; F: -5; G: 98; H: 5; I: 102

CNS(=O)(=O)c1cccc(C(=O)OCC(=O)N2c3ccccc3CC2C)c1 (configuration not stated)
  A: 4; B: 0; C: 6; D: .; E: 2; F: -1; G: .; H: -5; I: .

CSc1nc2ccc(NC(=O)C3CC(=O)N(Cc4ccccc4)C3)cc2s1 (configuration not stated)
  A: 5; B: -22; C: 12; D: 99; E: 22; F: -8; G: 77; H: -19; I: 91

O=C(Nc1ccc(Br)cc1)c1ccc(CSC2=NCCS2)cc1
  A: 4; B: -56; C: 34*; D: .; E: 58; F: -4; G: .; H: -10; I: .

NC(=S)Cc1nc2n(n1)Cc1ccccc1-2
  A: 3; B: 10; C: 7; D: .; E: -8; F: -2; G: .; H: 5; I: .

O=C(CSc1ccc(Cl)cc1)N1CCC(c2nc3ccccc3s2)CC1
  A: -7; B: -14; C: 41*; D: .; E: 12; F: -7; G: .; H: -8; I: .

O=C(Nc1ccc2c(c1)OCO2)C1CCCN1C(=O)Nc1ccccc1F (configuration not stated)
  A: -7; B: -8; C: -2; D: 99; E: 9; F: -6; G: 91; H: 10; I: .

CCC(C)n1cnc2c(c1=O)c1nc3ccccc3nc1n2-c1ccc2c(c1)OCCO2 (configuration not stated)
  A: -10; B: 10; C: 3; D: 48; E: -10; F: 0; G: 80; H: -9; I: 97

In the list so far, two have an aryl methoxy group:
Keys: A = PTPN22 act; B = sEH activator; C = PostGolgi ctrl; D = HUVEC prolif 384; E = sEH inhibitor; F = S1P2 agonist; G = H69AR inhibit; H = S1P2 antag; I = Lung fibro prol
COc1ccc(CN(C)C2CCCCC2)c(C)c1C
  A: -9; B: -13; C: -4; D: 105; E: 10; F: -5; G: 87; H: 13; I: 97

COc1ccc(CCC2(C)NC(=O)NC2=O)cc1 (configuration not stated)
  A: .; B: .; C: -2; D: 82; E: .; F: .; G: 93; H: .; I: 96

Additional records follow.
Every second line gives: PTPN22 act	sEH activator	PostGolgi ctrl	HUVEC prolif 384	sEH inhibitor	S1P2 agonist	H69AR inhibit	S1P2 antag	Lung fibro prol
O=C(Nc1cccc2ccccc12)/C(Cl)=C/c1ccccc1
    3	13	3	.	-14	-4	.	-2	.
CC(OC(=O)Cn1c(C(F)(F)F)nc2ccccc21)C(N)=O (configuration not stated)
    -2	.	5	92	.	-6	100	3	101
Cc1ccc(OCc2nnc(NC(=O)OCC(C)C)s2)c(C)c1
    -2	-5	0	.	8	-4	.	-2	.
Cc1nc2nc3c(cn2n1)C(=O)CCC3
    -9	-9	8	94	8	-2	107	4	98
CCOC(=O)C1=C(C)NC(=O)NC1c1ccc(N(CC)CC)cc1 (configuration not stated)
    6	.	28	99	.	0	93	-7	94
C=CCNc1sc(C(=O)c2ccccc2)c(N)c1-c1nc2ccccc2s1
    -7	-10	20	74	7	-7	51	15	79
CCSc1cc(C)nc2c(-c3ccccc3)c(C)nn12
    -4	-14	8	110	13	4	76	-14	97
O=C(NCc1cccs1)Nc1ccc2c(c1)OCO2
    -7	-10	6	85	10	-6	99	7	101
CCOC(=O)CC(=O)CSc1nc2c(sc(=S)n2-c2ccccc2)c(=O)[nH]1
    -2	19	25	83	-23	-6	55	10	100
CCOC(=O)c1cc2ccc(OC)c(OC)c2c(=O)s1
    -10	-2	-8	109	7	109*	96	-17	120
O=C(COc1ccc(Cl)cc1)NCc1nnc(SCC(=O)c2ccccc2)o1
    5	-3	11	87	5	1	101	-6	101
CC(C)COc1ccccc1C(=O)NC(CO)C(=O)O (configuration not stated)
    3	10	8	108	-8	-1	96	-2	106
O=C(OCn1nnc2ccccc2c1=O)c1ccco1
    -1	.	14	101	.	-5	100	-1	96
CCC1(COC(NC(=O)c2cccnc2)(C(F)(F)F)C(F)(F)F)COC1
    2	-4	20	100	3	1	94	27	101
CCC(C)N(NC(C)=O)c1nc(Cl)nc(NC(C)(C)C)n1 (configuration not stated)
    12	13	3	92	-12	-2	91	-27	99
CC1(C)CC(NS(=O)(=O)c2ccc(S(=O)(=O)N3CCOCC3)cc2)CCO1 (configuration not stated)
    -6	-3	5	101	3	-1	.	-5	96
Cc1c(C(=O)NCc2ccc3c(c2)OCO3)oc2ccc(S(=O)(=O)N3CCCCCC3)cc12
    .	.	11	94	.	.	54	.	95
O=C(NCc1ccc2c(c1)OCO2)Oc1ccccc1
    .	.	3	98	.	-1	102	5	99
O=C(C1CCCN(S(=O)(=O)c2cccc3cccnc23)C1)N1CCN(c2ccccc2F)CC1 (configuration not stated)
    2	.	4	80	.	-7	75	10	89
COC(=O)c1ccc(Oc2nc(NC(C)C)nc(N(C)C)n2)cc1
    13	-41	23	87	42	-3	98	-9	91

Part of the list above, with each value named:
CC(C)COc1ccccc1C(=O)NC(CO)C(=O)O (configuration not stated)
  PTPN22 act = 3
  sEH activator = 10
  PostGolgi ctrl = 8
  HUVEC prolif 384 = 108
  sEH inhibitor = -8
  S1P2 agonist = -1
  H69AR inhibit = 96
  S1P2 antag = -2
  Lung fibro prol = 106
Cc1c(C(=O)NCc2ccc3c(c2)OCO3)oc2ccc(S(=O)(=O)N3CCCCCC3)cc12
  PTPN22 act = .
  sEH activator = .
  PostGolgi ctrl = 11
  HUVEC prolif 384 = 94
  sEH inhibitor = .
  S1P2 agonist = .
  H69AR inhibit = 54
  S1P2 antag = .
  Lung fibro prol = 95

The list continues.
Every second line gives: PTPN22 act	sEH activator	PostGolgi ctrl	HUVEC prolif 384	sEH inhibitor	S1P2 agonist	H69AR inhibit	S1P2 antag	Lung fibro prol
CN1CCN(S(=O)(=O)c2ccc(NC(=O)c3ccc(Br)o3)cc2)CC1
    4	-10	8	93	14	1	86	12	102
COc1ccc(C(=O)N(CCN2CCOCC2)CC(=O)NC2CCCC2)cc1OC
    4	4	14	92	-8	14	99	-1	95
Cc1cccc(NC(=O)CC2NC3CCCCC3NC2=O)c1 (configuration not stated)
    -3	.	-4	97	.	-5	95	15	101
Cc1ccc(NC(=O)C(C)c2ccc(-c3ccccc3)c(F)c2)c(C)c1 (configuration not stated)
    -2	-6	-7	.	7	0	.	-26	.
O=C(Cn1nnc(-c2cccs2)n1)N1c2ccccc2Sc2ccc(C(F)(F)F)cc21
    -8	-1	.	94	1	-12	101	20	109
Cc1cc(C)c(S(=O)(=O)NCCC2CCCN2C)c(C)c1 (configuration not stated)
    1	-2	3	92	2	-5	84	13	99

Looked up above:
`Cc1ccc(NC(=O)C(C)c2ccc(-c3ccccc3)c(F)c2)c(C)c1` (configuration not stated) in S1P2 antag is listed with -26
`CN1CCN(S(=O)(=O)c2ccc(NC(=O)c3ccc(Br)o3)cc2)CC1` in sEH inhibitor is listed with 14
`COc1ccc(C(=O)N(CCN2CCOCC2)CC(=O)NC2CCCC2)cc1OC` in S1P2 antag is listed with -1
`Cc1cc(C)c(S(=O)(=O)NCCC2CCCN2C)c(C)c1` (configuration not stated) in S1P2 agonist is listed with -5

Screening results as filed in PubChem.

A portion of the library (hit frequency here may not be typical).
